High-throughput results from PubChem.
hERG WT inh: inhibitors of human wildtype KCNH2 potassium channel. Q12809. U2OS, BacMam KCNH2, thallium flux FluxOr; active compounds read low. activity change, % at 1.84 µM. 0.37% of 340,000 active;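 active means maximum activity change below -70%; inconclusive means maximum activity change between -70% and -50%; inactive means maximum activity change above -50%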
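U2OS cells transduced with wild-type KCNH2 virus are loaded with FluxOr dye for 45 min, and thallium flux is measured in kinetic reads before and after stimulation buffer. Rate constants are normalized to DMSO controls.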
KCNH2 3.1 block: blocks the human KCNH2 3.1 channel isoform; activity change, % (tested at about 1.8 µM); U2OS KCNH2 3.1, thallium flux FluxOr; active compounds read low; 0.95% of 340,000 active;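 active means maximum activity change below -70%; inconclusive means maximum activity change from -70% to -50%; inactive means maximum activity change above -50%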;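 further: thallium influx rate constant from kinetic fluorescence after stimulation buffer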
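Thallium flux read-out: FluxOr dye with Red40 quencher in HBSS/HEPES, 45 min at RT. Rate constants from kinetic reads were normalized to positive and negative DMSO controls. Cells: U2OS virally expressing the 3.1 isoform.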
Giardia kill: Giardia lamblia killing; Giardia lamblia trophozoite viability; 0.15% of 340,000 active; AID 540267; activity change, % at 7.66 µM, hits read low; in the data active means activity change below about -80%; inconclusive means between about -30% and that limit;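 further: parasites exposed to compound for two days anaerobically before the ATP read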
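ATP-content bioluminescence gauges trophozoite survival. Cells (100/well) receive compound and incubate anaerobically for 48 hrs at 37 deg C; detection reagent follows for 15-30 min at room temperature.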
BCR signal inh: blocks chronic active B-cell receptor signaling; ABC-DLBCL IkBa-CBG/CBR reporter, luminescence ratio, 4 h; Potency, µM (titrated, usually from 46.1 µM), for inactives: top-dose ratio change, negative = lower green/red ratio, usual class: inhibitors; 0.05% of 340,000 active; AID 493014; active means well fitted inhibition curve with a large enough effect in the signal ratio, with a control signal flat, not every such curve was filed as active; inconclusive means small, poorly fitted or top-dose-only effect, or effect the other way, or a change in a side signal; the % refers to the signal ratio;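 further: potency means the concentration at half of the fitted maximal effect; plate controls were basal doxycycline-induced cells for no effect and cells given 10 µM MG132 for full effect; MG132 reads +100%, hits lower the ratio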
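Doxycycline induced both beetle luciferases in TMD8 lymphoma cells; IKK-driven degradation limits the IkappaBalpha-fused green signal, while red luminescence normalises for cell number and nonspecific effects. Compounds tested up to 46 uM, 4 hrs.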
B2AR arrestin: agonists driving beta-arrestin recruitment to human beta2-adrenergic receptor; P07550; beta-arrestin recruitment to beta2AR, cell-based reporter; Potency, µM (top dose mostly 46.1 µM), without a hit: top-dose activation, most hits filed as activators; 0.02% of 330,000 active; AID 492947;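 further: potency means the concentration at half of the fitted maximal effect; 0% = DMSO controls and full agonism = EC100 isoproterenol or metaproterenol; nearly all actives have a fitted effect of over 65% in size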
Target sequence (P07550 whole entry, looked up): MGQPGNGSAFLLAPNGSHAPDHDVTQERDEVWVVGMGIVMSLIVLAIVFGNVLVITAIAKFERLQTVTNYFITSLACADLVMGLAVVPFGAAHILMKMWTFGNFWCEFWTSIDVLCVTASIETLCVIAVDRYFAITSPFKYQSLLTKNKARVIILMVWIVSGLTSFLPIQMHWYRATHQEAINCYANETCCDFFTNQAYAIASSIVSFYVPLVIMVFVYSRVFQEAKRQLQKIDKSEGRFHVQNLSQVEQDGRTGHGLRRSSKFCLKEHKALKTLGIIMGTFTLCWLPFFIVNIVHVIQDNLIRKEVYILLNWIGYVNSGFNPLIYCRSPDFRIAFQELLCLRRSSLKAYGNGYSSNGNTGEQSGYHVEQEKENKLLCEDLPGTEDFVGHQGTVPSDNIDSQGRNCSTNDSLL
PKM2 act: increases activity of human pyruvate kinase M2. P14618. purified PKM2, Kinase-Glo ATP luminescence, activation; response scale: 0% is enzyme alone, no compound. Potency, µM (titrated, usually from 57.5 µM), inactives show at the top dose activation, most hits filed as activators. 0.34% of 260,000 active. AID 1631; further: potency means the concentration at half of the fitted maximal effect; nearly all actives have a fitted effect of over 55% in size
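Purified hPK-M2 (>95% pure) converted ADP (0.1 mM final) to ATP with 0.5 mM PEP in 50 mM imidazole pH7.2, KCl, MgCl2, Tween 20, BSA; 1 h at room temperature. ATP detected by Kinase-Glo luminescence.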
GALK inhibitor: galactokinase (human) inhibition; Purified GALK, Kinase-Glo residual ATP luminescence; Potency, µM (series often up to 57.5 µM), for inactives: at the highest dose activity change, negative = inhibition, actives largely listed as inhibitors; 0.007% of 270,000 active; AID 1868; further: potency means the concentration at half of the fitted maximal effect
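Compounds were pin-transferred into ATP buffer (35 uM final), then GALK plus galactose (5 nM, 100 uM final) was added. After 1 h at room temperature, Kinase-Glo Plus was added and luminescence read after 10 min.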
Coupling enz: counter-screen for Giardia aldolase inhibitors: coupling enzyme system; coupling enzyme system counterscreen, AmpLite Red fluorescence; activity change, negative = inhibition, % at 58.2 µM, hits read low; 0.67% of 290,000 active; AID 2472; in the data active means activity change below about -30%
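Counterscreen lacking aldolase: glyceraldehyde-3-phosphate coupling-enzyme reagent preincubated 10 min at RT with compound (at 57.5 uM final), then substrate/coupling system with AmpLite Red added; fluorescence read at 525/598 nm after 20 min RT.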
Eya2 inh: Eya2 (human) phosphatase inhibition. O00167. recombinant Eya2, OMFP fluorescence dephosphorylation (OMFP is methylfluorescein phosphate). Potency, µM (highest dose often 76.9 µM), without a hit: at the top dose activity, negative = inhibition, actives largely listed as inhibitors. 0.006% of 330,000 active. AID 488837; further: potency means the concentration at half of the fitted maximal effect
Target sequence (O00167 whole entry, looked up): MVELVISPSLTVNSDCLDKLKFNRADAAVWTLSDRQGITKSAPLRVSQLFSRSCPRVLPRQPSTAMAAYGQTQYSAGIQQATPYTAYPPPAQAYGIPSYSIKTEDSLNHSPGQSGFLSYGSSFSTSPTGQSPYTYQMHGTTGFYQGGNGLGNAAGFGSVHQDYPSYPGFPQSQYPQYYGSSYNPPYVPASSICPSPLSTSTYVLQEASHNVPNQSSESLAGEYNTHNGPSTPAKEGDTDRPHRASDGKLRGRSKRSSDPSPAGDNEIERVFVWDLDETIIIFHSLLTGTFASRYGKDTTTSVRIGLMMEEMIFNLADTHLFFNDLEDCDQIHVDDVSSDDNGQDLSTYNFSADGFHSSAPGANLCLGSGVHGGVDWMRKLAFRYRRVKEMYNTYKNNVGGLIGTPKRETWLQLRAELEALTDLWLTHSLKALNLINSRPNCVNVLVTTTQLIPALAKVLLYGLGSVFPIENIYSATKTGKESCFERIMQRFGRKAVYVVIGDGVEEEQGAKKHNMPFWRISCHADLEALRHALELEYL
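Eya2 protein (added as 0.2 uM solution) was preincubated with compound for 10 min at ambient temperature in 50 mM HEPES pH 7.5, 50 mM NaCl, 5 uM MgCl2, 0.05% BSA, 1 mM DTT. OMFP (added at 50 uM) then reacted 10 min; fluorescence read at 485/525 nm.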
USP2a block: inhibitors of human ubiquitin-specific protease USP2a. O75604. USP2 core, Ub-CHOP2 coupled fluorogenic reporter, 485/531. Potency, µM (highest dose often 38.3 µM), for inactives: at the highest dose activity change, negative = inhibition, most hits filed as inhibitors. AID 463254. 0.01% of 330,000 active;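 further: potency means the concentration at half of the fitted maximal effect; plate controls were DMSO wells for no effect and full inhibition by NEM control for full effect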
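Deubiquitinase activity read as fluorescence (485/531 nm) after Ub-CHOP2 cleavage activates the enterokinase reporter on its substrate; USP2 core 10nM, Ub-CHOP2 and substrate 25nM each, 30min compound preincubation then 60min RT; data normalized to NEM, curves fitted.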
uPA surface inh: inhibitors of cell surface uPA generation; cell surface uPA generation assay, qHTS; Potency, µM (top dose mostly 38.3 µM), without a hit: top-dose activity change, negative = inhibition, actives largely listed as inhibitors; 0.31% of 330,000 active; active means well fitted inhibition curve with a large enough effect; inconclusive means small, poorly fitted or top-dose-only effect; inactive means no such curve, though single readings can be large or run the other way; tested in mouse RAW 264.7 cells; further: potency means the concentration at half of the fitted maximal effect; nearly all actives have a fitted effect of over 55% in size
* = called active by the depositor; ? = inconclusive; nt = not tested or not shown; & = joins results of further samples. Unless noted, the call rests on the fitted dose curve; in most records, active means well fitted curve in the direction sought with a large enough effect; inconclusive means small, poorly fitted or top-dose-only effect, or another doubt; inactive means no such curve, though single readings can be large; an effect the other way counts as inactive or inconclusive. Unless noted, on the % scale 0 is the no-effect control and ±100 the full control effect.

Structure	hERG WT inh	KCNH2 3.1 block	Giardia kill	BCR signal inh	B2AR arrestin	PKM2 act	GALK inhibitor	Coupling enz	Eya2 inh	USP2a block	uPA surface inh
COc1ccc(OC)c(NC(=O)C(CC(=O)O)Cc2ccc(Cl)cc2)c1 (stereo unspecified)	-7	2	-4	-3%	0.1%	5%	1%	12	4%	1%	0%
CSc1ccccc1OCc1cc(C(=O)NCc2cnc(C)cn2)no1	15	nt	6	-1%	-0.4%	2%	5%	nt	-2%	0%	2%
NC(=O)C1CCN(C(=O)c2cc(S(=O)(=O)N3CCOCC3)ccc2Cl)CC1	1	-11	0	0%	0.0%	0%	9%	0	4%	3%	-4%
N#Cc1ccsc1NC(=O)CCc1ccccc1	10	-7	8	0%	0.3%	-10%	0%	-1	-10%	-1%	-21%
CCn1ncc(CNC(=O)CCCSc2nc(-c3ccco3)cc(C(F)(F)F)n2)c1C	-3	4	-19	24%	2.5%	15%	1%	2	-9%	-1%	2%
COCc1cc(C)nc2oc(C(=O)c3ccccc3)c(N)c12	-14	0	9	9%	0.4%	-2%	0%	-8	8%	-2%	-3%
O=C(CNC(=O)N1CC(=O)Nc2ccccc21)Nc1cccc(F)c1	-6	-4	27	-2%	0.0%	nt	-7%	0	-12%	-1%	1%
Cc1ccc(NS(=O)(=O)c2ccc(C(=O)NCC(c3ccco3)N3CCCCC3)cc2)cc1 (stereo unspecified)	4	-17	7	3%	0.0%	nt	nt	nt	28%	-1%	-22%

In another format: three of the compounds above
COc1ccc(OC)c(NC(=O)C(CC(=O)O)Cc2ccc(Cl)cc2)c1 (stereo unspecified)
  hERG WT inh = -7 | KCNH2 3.1 block = 2 | Giardia kill = -4 | BCR signal inh = -3% | B2AR arrestin = 0.1% | PKM2 act = 5% | GALK inhibitor = 1% | Coupling enz = 12 | Eya2 inh = 4% | USP2a block = 1% | uPA surface inh = 0%
NC(=O)C1CCN(C(=O)c2cc(S(=O)(=O)N3CCOCC3)ccc2Cl)CC1
  hERG WT inh = 1 | KCNH2 3.1 block = -11 | Giardia kill = 0 | BCR signal inh = 0% | B2AR arrestin = 0.0% | PKM2 act = 0% | GALK inhibitor = 9% | Coupling enz = 0 | Eya2 inh = 4% | USP2a block = 3% | uPA surface inh = -4%
O=C(CNC(=O)N1CC(=O)Nc2ccccc21)Nc1cccc(F)c1
  hERG WT inh = -6 | KCNH2 3.1 block = -4 | Giardia kill = 27 | BCR signal inh = -2% | B2AR arrestin = 0.0% | PKM2 act = nt | GALK inhibitor = -7% | Coupling enz = 0 | Eya2 inh = -12% | USP2a block = -1% | uPA surface inh = 1%

The results go on.
Structure	hERG WT inh	KCNH2 3.1 block	Giardia kill	BCR signal inh	B2AR arrestin	PKM2 act	GALK inhibitor	Coupling enz	Eya2 inh	USP2a block	uPA surface inh
COc1cccc(CNn2cnnc2)c1OCc1ccccc1F	-2	-28	5	?	-0.3%	-2%	1%	2	-6%	0%	3%
CCCCNc1nc(-c2ccccc2)nc(-n2ccnc2)n1	-18	-19	19	?	0.1%	-8%	3%	4	-18%	-5%	-2%
Cc1ccc(OCc2n[nH]c(=S)n2-c2ccc(Cl)cc2)cc1	-3	-2	-5	7%	0.3%	-18%	1%	3	6%	-2%	-3%
Cc1ccc(S(=O)(=O)NC2CCOC(C)(C)C2)cc1 (stereo unspecified)	1	11	-14	?	-0.2%	-4%	0%	1	0%	1%	2%
O=C(O)COc1ccc(/C=C/C(=O)c2ccc3ccccc3c2)cc1	-1	-5	-7	?	0.0%	nt	-4%	4	17%	1%	-16%
COc1ccc(C(=O)c2oc3nc(C)cc(C)c3c2N)cc1	5	-1	-12	1%	0.2%	-2%	0%	0	9%	-1%	-5%
CCC1=C(OC(=O)N(CC)CC)N2C(=O)OC(=NCC3CC3)[C@]2(C)[C@H]2C1=CC[C@H]1C(=O)N(CC(=O)OC)C(=O)[C@H]12	-5	23	2	7%	0.3%	0%&-4%	4%	3&4	-18%	0%	9%
O=C(CN1C(=O)C2CC=CCC2C1=O)Nc1nc2ccccc2s1 (stereo unspecified)	5	10	2	?	-0.9%	9%	0%	3	-9%	1%	-1%

(cont.)
Structure	hERG WT inh	KCNH2 3.1 block	Giardia kill	BCR signal inh	B2AR arrestin	PKM2 act	GALK inhibitor	Coupling enz	Eya2 inh	USP2a block	uPA surface inh
CCCCc1c(C)c(C#N)c2nc3ccccc3n2c1NCCN(C)C	-4	17	-6	11%	-0.7%	nt	0%	4	9%	-1%	?
Cc1ccc(S(=O)(=O)Nc2ccccc2CNc2c(C)n(C)n(-c3ccccc3)c2=O)cc1	7	-2	-6	?	-4.3%	-2%	5%	-1	-3%	-2%	2%
O=C(O)CCCCCn1c(SCC(=O)c2ccc(O)c(O)c2)nc2ccsc2c1=O	-11	-10	8	-2%	-0.4%	3%	nt	10	26%	0%	1%
O=C(C1=C[C@@H](C2CC2)C[C@@H](OCc2ccc(CO)cc2)O1)N1CCOCC1	nt	nt	-9	7%	4.8%	4%	2%	0	-7%	0%	9%
COc1ccc(NC(=O)COC(=O)CCC2CCCCC2)cc1	-2	6	-3	7%	-0.7%	nt	nt	nt	-12%	0%	2%
Cc1ccc(N(CC(=O)NCc2ccco2)S(=O)(=O)c2ccccc2)cc1	14	-5	-10	?	-0.3%	-18%	-3%	-1	-7%	-12%	-3%
CCc1cccc(NC(=O)C2CCCN2S(=O)(=O)c2ccc3c(c2)n(C)c(=O)c(=O)n3C)c1 (stereo unspecified)	-15	-2	-5	?	-0.8%	13%	3%	4	0%	3%	0%
c1csc(-c2noc(CN3CCOCC3)n2)c1	13	10	-15	0%	-0.1%	-4%	nt	2	-28%	-3%	4%

(continued)
Structure	hERG WT inh	KCNH2 3.1 block	Giardia kill	BCR signal inh	B2AR arrestin	PKM2 act	GALK inhibitor	Coupling enz	Eya2 inh	USP2a block	uPA surface inh
O=C(N1CCCC1)C12CC3CC(CC(C3)C1)C2	-28	-7	-2	10%	-0.4%	-1%	-4%	-1	-17%	-1%	6%
COc1ccc(CNC(=O)COC(=O)c2cc(-c3ccc(Cl)s3)nc3ccccc23)cc1	4	-17	-3	20%	-0.2%	-1%	1%	-3	3%	7%	-7%
CCN(CC)C(=O)CSc1nc2ncc(Br)cc2[nH]1	12	3	-6	6%	0.9%	2%	1%	-1	-13%	0%	2%
CN1CCNC(=O)C1CC(=O)NCCc1ccccc1F (stereo unspecified)	-4	1	-6	8%	0.0%	1%	3%	2	1%	-1%	-5%
CCOc1ccc(N2CC(C(=O)OC)CC2=O)cc1 (stereo unspecified)	0	-8	-3	8%	-0.3%	1%	0%	0	-22%	-2%	2%
Cc1c(NC(=O)C(C)OC(=O)C(NC(=O)c2ccco2)C(C)C)c(=O)n(-c2ccccc2)n1C (stereo unspecified)	-1	1	3	5%	-0.8%	-18%	1%	-1	9%	0%	2%
CC(C)N(C(=O)c1ccc(-c2ccccc2F)cc1)C(C)C	23	19	3	?	0.4%	3%	-3%	0	-11%	1%	16%
COC(=O)Cc1c(C)nc2nc[nH]n2c1=O	1	-10	-27	7%	0.0%	-21%	1%	0	-7%	2%	nt

Remaining list, next part.
Structure	hERG WT inh	KCNH2 3.1 block	Giardia kill	BCR signal inh	B2AR arrestin	PKM2 act	GALK inhibitor	Coupling enz	Eya2 inh	USP2a block	uPA surface inh
O=C(NCc1ccc2c(c1)OCO2)c1nnc(Cc2ccc(F)cc2)o1	-10	-10	2	-2%	-0.9%	6%	nt	1	4%	0%	6%
CCn1c(-c2ccc(-c3ccccc3)cc2)c[nH]c1=S	3	-10	8	0%	0.2%	-5%	-3%	-1	0%	1%	-6%
CC1CN(CC(O)COC(c2ccc(Cl)cc2)c2ccc(Cl)cc2)CC(C)O1 (stereo unspecified)	?	-76*	-4	-16%	-0.7%	-20%	0%	2	-35%	-15%	-5%
Cc1cc(S(=O)(=O)N2CCC3(CC2)OCCN3S(=O)(=O)c2cccs2)ccc1F	-2	2	-14	8%	-0.2%	nt	nt	nt	-6%	3%	-5%
CC(C)[C@H](NC(=O)c1ccccc1Br)C(=O)OCc1nc2ccsc2c(=O)[nH]1	1	22	8	-1%	0.3%	nt	nt	nt	-30%	0%	-3%

Grouped by structure, the compounds so far with bromine
Structure	hERG WT inh	KCNH2 3.1 block	Giardia kill	BCR signal inh	B2AR arrestin	PKM2 act	GALK inhibitor	Coupling enz	Eya2 inh	USP2a block	uPA surface inh
CCN(CC)C(=O)CSc1nc2ncc(Br)cc2[nH]1	12	3	-6	6%	0.9%	2%	1%	-1	-13%	0%	2%
CC(C)[C@H](NC(=O)c1ccccc1Br)C(=O)OCc1nc2ccsc2c(=O)[nH]1	1	22	8	-1%	0.3%	nt	nt	nt	-30%	0%	-3%
